A549 viability: Nrf2 qHTS screen for inhibitors: counterscreen for cytotoxicity. A549 ARE-Fluc cells, CellTiter-Fluor viability, 18-24 h. hit rate 0.16% among 390,000. AID 504648, 2011. Potency, µM (highest dose often 46 µM), for inactives: top-dose activity change, negative = cytotoxicity, usual class: inhibitors; also: potency is read from the fitted curve at half-maximal effect; % is scaled to controls: 0 for no effect and ±100 for the full control effect
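Cytotoxicity counterscreen: CellTiter-Fluor fluorescence was measured in A549 ARE_Fluc cells after 18-24 h of compound exposure in a concentration series. The subsequent BugLite luminescent read reports ARE-luciferase activity.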
Mm-Cpn inhibitor: Inhibitors of TCP-1 ring complex (TRiC) of Methanococcus maripaludis (MmCpn): qHTS; Chaperonin Mm-Cpn (Methanococcus maripaludis); purified Mm-Cpn ATPase, ADP Transcreener TR-FRET; Potency, µM (top dose mostly 76.9 µM), for the others: at the top dose activity, negative = inhibition, usual class: inhibitors; hit rate 0.031% among 330,000; also: potency is read from the fitted curve at half-maximal effect; % is scaled to controls: 0 for no effect and ±100 for the full control effect; nearly all actives have a fitted effect of over 80% in size
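Eu-cryptate anti-ADP/ADP-d2 competition gives a ratio inversely related to ADP. Enzyme at 25 nM was pre-exposed to compound for 10 min, then given 10 uM ATP for 30 min, 37°C throughout.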
Nrf2 inh: Nrf2 qHTS screen for inhibitors. A549 ARE-Fluc reporter, luciferase luminescence, 18-24 h. Potency, µM (highest dose often 46 µM), for inactives: at the top dose activity change, negative = inhibition, most hits filed as inhibitors. hit rate 2.1% among 360,000; also: potency is read from the fitted curve at half-maximal effect; % is scaled to controls: 0 for no effect and ±100 for the full control effect; nearly all actives have a fitted effect of over 60% in size
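Reporter: ARE-Fluc in A549. Exposure: 18-24 h, 37 °C, 5% CO2, 5% FBS OPTI-MEM. Readouts: fluorescent cytotoxicity (CellTiter-Fluor), then luminescent Nrf2 signal after BugLite.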
pAkt inh: HTS Assay for Inhibitors of Akt Phophorylation: Primary Screen. Neuro2A IGF-stimulated pAkt S473 HTRF, 20 min; active compounds read low. activity change, % for hits at 50 µM. hit rate 0.32% among 360,000; in the data active = activity change below about -80%; inconclusive = mostly about -51% to -80%; also: % is scaled to controls: 0 for no effect and ±100 for the full control effect
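Single-point screen (50 µM final compound) in Neuro2A cells stimulated 20 min with 6 nM IGF at 37 deg C. After lysis, Ser473-phosphorylated Akt read by HTRF (ex 330 nm, em 615/665 nm) as the 665/615 ratio.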
CCT modulator: High-Throughput Screening for Modulators of Cytosolic Chaperonin Activity; purified chaperonin ATPase assay, HTRF ADP detection, 30 min; activity change, % (no concentration beside the values), hits read low; hit rate 0.3% among 360,000; in the data active = activity change below about -30%; also: % is scaled to controls: 0 for no effect and ±100 for the full control effect
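We incubate TRiC, 40 or 20 nM final, with library compounds at 76 uM and 10 uM ATP for 30 min at 37 °C. ADP formed is detected with Transcreener HTRF reagents after 30 min at room temperature.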
Abeta rescue: qHTS for compounds that reverse cellular toxicity of Amyloid beta (A-beta) peptide in yeast: Primary Screen. yeast expressing A-beta42, growth rescue, OD600, 48 h; response scale: 0% DMSO, 100% iron-clioquinol control. Potency, µM (highest dose often 46.1 µM), for the others: at the highest dose growth rescue, usual class: activators. hit rate 0.063% among 410,000; also: potency is read from the fitted curve at half-maximal effect; nearly all actives have a fitted effect of over 55% in size
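Yeast growth medium received pinned compounds, then yeast cells expressing toxic A-beta were added; plates incubated at 30 C for 48 hr. Growth read as absorbance at 600 nm, normalized to DMSO and equimolar FeCl3 plus clioquinol controls.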
Nrf2 ARE act: qHTS of Nrf2 Activators. AREc32 ARE-luciferase reporter (MCF7-derived line), luminescence, 24 h. Potency, µM (doses to about 46.1 µM), for inactives: top-dose activation, hits mostly activators. hit rate 0.31% among 410,000. AID 624171, 2012; also: potency is read from the fitted curve at half-maximal effect; % of control where 0% means no effect; nearly all actives have a fitted effect of over 65% in size
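ARE-driven firefly luciferase activity in AREc32 cells measured after a 24 hr compound exposure at 37 deg C, using Steady-Glo reagent and a 30 min room-temperature hold.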
TGFb SMAD3 inh: qHTS for Inhibitors of TGF-b; AID 588855, 2011; Potency, µM (top dose mostly 46.1 µM), for inactives: top-dose activity, negative = inhibition, most hits filed as inhibitors; hit rate 1.2% among 410,000; HepG2 CAGA-GFP TGF-b/SMAD3 reporter, GFP fluorescence, 18 h; TGF-beta stimulated, 500 pg/mL final; also: potency is read from the fitted curve at half-maximal effect; % is scaled to controls: 0 for no effect and ±100 for the full control effect; nearly all actives have a fitted effect of over 65% in size
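HEPG2 CAGA-GFP cells (1000/well, DMEM with 1% FBS) were pre-incubated 2 h at 37 degrees C, given compound by pin tool, then stimulated with TGF-beta at 500 pg/mL final for 18 h before per-cell GFP fluorescence imaging.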
HepG2 tox: qHTS for Inhibitors of TGF-b: Cytotox Counterscreen; hit rate 0.76% among 410,000; HepG2 CAGA-GFP viability, ATP luminescence, 18 h; Potency, µM (highest dose often 46.1 µM), for the others: at the top dose activity change, negative = cytotoxicity, actives largely listed as cytotoxic; also: potency is read from the fitted curve at half-maximal effect; some results filed as inactive show a strong effect at the top dose
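CellTiter-Glo luminescence gave cytotoxicity after 18 hours at 37 degrees C. The cells were HepG2 CAGA-GFP in 1% FBS DMEM, stimulated with 500 pg/mL TGF-beta after compound addition. %Activity was normalised to no-cell wells (complete cell-killing) and DMSO (no toxicity), and curves were fitted and classified.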
The depositor's hits bear a star; i = inactive; ? = inconclusive; . = not tested or not shown; [ ] = another dose, or the depositor's remark. Unless noted, calls follow the shape of the dose curve; as a rule, active = well fitted curve in the direction sought with a large enough effect; inconclusive = small, poorly fitted or top-dose-only effect, or another doubt; inactive = no such curve, though single readings can be large; an effect the other way counts as inactive or inconclusive. Not all compounds are listed; count on the stated rates, not on these rows.

mol	A549 viability	HepG2 tox	Abeta rescue	Mm-Cpn inhibitor	Nrf2 ARE act	TGFb SMAD3 inh	pAkt inh	CCT modulator	Nrf2 inh
CCCOc1ccccc1NP(=O)(Oc1ccccc1)Oc1ccccc1	0%	-39%	1%	1%	2.8%	-13%	i	1.9	-2%
COc1ccc(CNCCc2ccccc2F)c(OC)c1C	-22%	-31%	8%	0%	0.3%	-9%	i	0.8	-6%
O=C(NC1(C(F)(F)F)Oc2ccc(Cl)cc2O1)N1CCC2(CC1)OCCO2 (configuration not stated)	-13%	-26%	-10%	2%	?	-4%	i	-0.7	4%
CC1(C)CSC(Nc2ccc(F)c(Cl)c2)=N1	-12%	-23%	1%	-1%	-0.2%	-19%	i	-1.0	-18%
O=C1C2(c3ccccc3)CN3CN(C2)CC1(c1ccccc1)C3	2%	5%	13%	1%	-0.4%	-20%	i	1.6	-16%
CN1C[C@H](CO)C[C@@H]2c3cccc4[nH]cc(c34)C[C@H]21	-12%	3%	2%	0%	-0.8%	0%	i	2.1	8%
CCc1ccccc1NC(=O)CN1CCN(C(=O)COc2ccccc2C#N)CC1	-1%	-3%	-17%	3%	-0.2%	-6%	i	0.1	-8%
O=C1NC(=S)NC(=O)C12C(c1ccccc1)NC(=S)NC2c1ccccc1 (configuration not stated)	-7%	3%	3%	2%	0.7%	9%	i	0.8	-3%
COc1cc2[nH]c(=O)n(Cc3ccc(C(=O)N4CCN(c5ccc(Cl)cc5)CC4)cc3)c(=O)c2cc1OC	-7%	-8%	-18%	.	0.5%	?	.	.	?
COP(=O)(/C=C/c1ccccc1)C(O)c1ccc(F)cc1 (configuration not stated)	1%	-82%	-2%	0%	3.8%	6%	i	-3.4	-6%
CCOC(=O)[C@]12Cc3ccccc3[C@H]1N(C(C)C)C(=O)c1ccccc12	.	.	-23%	.	-1.7%	.	i	0.7	.
COc1cc(C(=O)N2Cc3ccccc3-n3nncc3C2)cc(OC)c1OC	.	0%	-3%	.	-0.5%	-2%	i	-2.7	.
Brc1cc(Br)c(Oc2cc(Br)c(Br)cc2Br)cc1Br	0%	-32%	-3%	2%	0.2%	-3%	i	-2.3	3%
c1ccc2cc(C3N4CCCN34)ccc2c1 (configuration not stated)	0%	-14%	-3%	-5%	0.5%	3%	i	2.5	?
Cc1cc(C)c2c(ccc3cccc[n+]32)c1	?	-13%	2%	.	-0.8%	-27%	i	-0.5	1.3µM*
CC(=O)OC1(c2ccccc2)CCN(C)CC1(C)C (configuration not stated)	0%	0%	2%	-1%	0.2%	5%	i	1.0	-19%
CC1([N+](=O)[O-])COP(=O)(NCc2cccnc2)OC1 (configuration not stated)	0%	7%	-3%	.	-0.2%	13%	i	0.9	-11%
CSc1ncc(/C=C2/C(=O)NC(=O)N(C3CCCCC3)C2=O)cn1	-3%	-10%	7%	0%	0.0%	-1%	i	-1.5	.
Cc1cccc(C)c1-n1nnnc1C(CCc1ccccc1)N1CCC(n2c(=O)[nH]c3ccccc32)CC1 (configuration not stated)	.	5%	7%	.	-1.0%	?	i	-0.3	.
O=C(Nc1ccc(Cl)cc1)N1CC2CC(C1)c1cccc(=O)n1C2 (configuration not stated)	3%	5%	7%	0%	0.3%	-4%	i	-2.1	12%
COC(=O)C1=C(c2ccccc2)C[C@@H]2CC[C@H]1N2C(=O)NCCO	0%	-3%	4%	.	-1.2%	?	i	1.8	-2%
CC(=O)N(C1=NCCCS1)c1ccccc1Cl	0%	-5%	?	4%	0.2%	-2%	i	-1.2	-3%
CNCC(C)c1ccccc1 (configuration not stated)	1%	0%	-5%	0%	0.0%	13%	i	0.1	-5%
COC(=O)C1=C(c2ccc(-c3ccccc3)c(F)c2)C[C@@H]2CC[C@H]1N2C(=O)NCCc1ccccc1	?	-22%	-1%	0%	-0.1%	?	i	0.9	?
O=C(c1ccccc1F)c1cn(Cc2ccccc2)c2ccccc12	24%	1%	14%	-2%	0.8%	-4%	i	2.0	.
C[C@H]1O[C@@H](O[C@H]2[C@@H](O)C[C@H](O[C@H]3[C@@H](O)C[C@H](O[C@H]4CC[C@@]5(C)[C@H](CC[C@@H]6[C@@H]5CC[C@]5(C)[C@@H](C7=CC(=O)OC7)CC[C@]65O)C4)O[C@@H]3C)O[C@@H]2C)C[C@H](O)[C@@H]1O	?	-47%	-13%	0%	-3.2%	1.3µM*	.	-1.0	0.016µM*
COc1ccc(CNC(=O)c2cc3c(-c4ccccc4F)nn(C)c3s2)c(OC)c1	-5%	-23%	1%	.	-0.3%	?	.	.	?
COc1cccc(CNCCc2c[nH]c3ccccc23)c1	-7%	-8%	0%	2%	0.0%	0%	i	-1.1	-1%
CC(C)N1CC=C(c2c[nH]c3ccccc23)CC1	?	-4%	1%	-2%	3.0%	?	i	1.7	1.6µM*
O=C(c1ccc(C(F)(F)F)cc1)C1CCCN(Cc2ccc(CO)o2)C1 (configuration not stated)	12%	-19%	-6%	1%	2.5%	-12%	i	0.4	-5%
O=C(Cn1cc(C(=O)c2ccccc2F)c2ccccc21)NCc1ccco1	-1%[1.84 µM]	-7%	-8%	-12%	1.7%	-1%	i	-7.5	1%
Cc1cc(/C=C2\C(=O)NC(=O)N(c3ccccc3F)C2=O)c(C)n1-c1cc(C(=O)O)cc(C(=O)O)c1	6%	2%	1%	0%	2.8%	-6%	i	-4.3	15%
c1ccc2c(CCNC3=NCCC3)c[nH]c2c1	-11%	-28%	-1%	1%	-0.5%	4%	i	-0.4	-16%
Cc1ccc(OCC(=O)N2CCN(CCc3ccncc3)CC2)cc1C	13%	-29%	-27%	.	-1.2%	-10%	.	.	15%
CN(C)/C=C(\C=[N+](C)C)c1[nH]ncc1[N+](=O)[O-]	-2%	7%	-4%	-4%	-0.1%	23%	i	-2.3	-1%
O=[N+]([O-])c1cc(S(=O)(=O)c2ccc(O)c([N+](=O)[O-])c2)ccc1O	-17%	-1%	2%	?	-0.1%	1%	i	-0.4	-12%
CCOC(=O)C1=C(N)OC(C)=C(C(=O)OCCOC)C12C(=O)Nc1ccccc12 (configuration not stated)	-1%	3%	16%	1%	-0.5%	-4%	i	-0.1	4%
COC(=O)c1cc(NC(=O)Cn2nc(-c3ccccc3)c3c(c2=O)CCCC3)cc(C(=O)OC)c1	-1%	-13%	-6%	.	-0.1%	?	.	.	-20%
CCOC(=O)c1cncn1C(C)c1ccccc1 (configuration not stated)	2%	-24%	-9%	1%[15.4 µM]	-0.4%	11%	i	-2.2	2%
O=C1NCN(c2ccccc2)C12CCN(C(c1ccccc1)c1nnnn1C1CCCC1)CC2 (configuration not stated)	.	-2%	3%	.	-0.3%	11µM*	i	-0.2	.
CC1C(c2cccs2)=[N+]([O-])C(C)(C(=O)c2ccc(F)cc2)N1O (configuration not stated)	7%	-8%	-10%	.	1.2%	?	i	-0.3	9%
NC(=O)Cn1cc(C(=O)c2ccccc2)c2ccccc21	-4%	-11%	4%	-1%	-0.6%	1%	i	-1.4	2%
C=CCCC1(CC(C)C)C(=O)NC(=S)NC1=O	-1%	1%	5%	.	-0.6%	-6%	i	-1.9	-19%
CN(C)C(=O)OCc1n(C)cc[n+]1C	-4%	4%	8%	0%	0.0%	4%	i	-5.6	-1%
CN(C)c1cccc(CN2CCN(c3ccccc3)CC2)c1	.	1%	-6%	.	1.2%	-2%	i	0.9	.
O=C(Cn1ncc2c3ccccc3n(Cc3cccc(Cl)c3)c2c1=O)N1CCC2(CC1)OCCO2	-4%	9%	18%	-12%	0.2%	0%	i	-17	-19%
CN(C)[C@@H]1C(=O)C(C(N)=O)=C(O)[C@@]2(O)C(=O)C3=C(O)c4c(O)ccc(Cl)c4[C@@](C)(O)C3C[C@@H]12 (some centres not stated)	?	-9%	-1%	1%	-0.8%	3%	i	0.3	23µM*
Cc1cccc(Cc2cnc(NC(=O)c3ccc4c(c3)CC(c3ccccc3)OC4=O)s2)c1 (configuration not stated)	-1%	-2%	-4%	.	-0.4%	-17%	.	.	?
COc1ccc(CC(=O)Nc2ccc3c(C(F)(F)F)cc(=O)oc3c2)cc1OC	1%	6%	-7%	-6%	1.8%	14%	i	-0.7	-2%
CCOc1ccc2nc(NC(=O)c3cccn(Cc4ccc(C)cc4)c3=O)sc2c1	1%	-20%	-20%	.	-0.1%	-47%	.	.	.

Source: PubChem
